Screening data as filed in PubChem BioAssay.
CHO parental Ca = counter-screen for OX1R antagonists: effect in parental CHO cells | parental CHO-K1, ATP-induced calcium, Fluo-8 fluorescence | inhibition, % at 5.6 µM | actives 0.63% (n = 330,000);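 active = inhibition above that plate's mean sample inhibition plus 3 SD, cut at about 26% in these data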;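 also: 0% = ATP-challenged DMSO wells and 100% = DMSO wells without ATP; some compounds past the cut are filed as inactive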
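Test system: untransfected parental CHO cell line. Compound: one dose, 5.6 µM nominal. Detection: intracellular calcium via Fluo-8 no-wash fluorescent dye. Measure: % inhibition. Benchmarks: ATP-challenged DMSO wells low, unchallenged DMSO wells high.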
M1 ag parental = nonselective activator or artifact in parental CHO-K1 cells; Fluo-8 calcium fluorescence; scaled to maximal ATP response, vehicle zero; activation, % at 3 µM; actives 0.48% (n = 360,000); in the data active = activation above about 15%;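 also: untransfected CHO-K1 host cells lacking M1 receptor as counterscreen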
CHO-K1 Ca antag = M1 antagonist counterscreen hit in parental CHO-K1 cells; AID 602250; ATP-induced calcium, Fluo-8 fluorescence; actives 0.6% (n = 360,000); inhibition, % at 3 µM;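 active = inhibition above a per-plate cutoff, the plate's mean sample inhibition plus 3 SD, cut at about 24% in these data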;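 also: 0% = DMSO plus EC80 ATP and 100% = DMSO alone without ATP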
M1 ag = activates human CHRM1 receptor. CHO-K1 hM1, Fluo-8 calcium fluorescence, agonist mode; 0% DMSO, 100% acetylcholine EC100. actives 0.33% (n = 360,000). P11229. AID 588814. activation, % at 3 µM;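 active = activation above the run's mean compound activation plus 3 SD, cut at about 16% in these data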;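 also: peak over basal fluorescence ratio within a 140 s kinetic read after compound addition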
CHRM1 antagonist = blocks human M1 muscarinic receptor | actives 1.3% (n = 360,000) | CHO-K1 hM1, Fluo-8 calcium fluorescence, ACh EC80 antagonist | P11229 | AID 588852 | inhibition, % at 3 µM;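 active = percent inhibition above its own plate's cutoff, namely the mean of that plate's compound wells plus 3 SD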;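 also: peak over basal fluorescence ratio during 140 s after agonist addition; 0% = ACh EC80 plus DMSO and 100% = DMSO alone without agonist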
M1 PAM parental = nonselective activator or artifact in parental CHO-K1 calcium assay; AID 602247; actives 0.02% (n = 360,000); ATP EC20, Fluo-8 calcium fluorescence; 0% at ATP EC20, 100% at ATP max; activation, % at 3 µM;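 active = activation above the run cutoff, the mean activation of all test compounds plus 3 SD, cut at about 40% in these data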;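 also: peak over basal fluorescence ratio in a 140 s read after ATP addition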
OXTR potentiator = potentiators of human oxytocin receptor. P30559. CHO-OTR cells, Fluo-8 calcium fluorescence, potentiator mode; 0% = oxytocin EC15, 100% = EC100. activation, % at 3 µM. actives 0.061% (n = 320,000). AID 2445;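 active = activation above that plate's cutoff, the mean activation of tested compounds plus 3 SD, cut at about 6.6% in these data, passing the limit was not always enough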;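 also: 100% uses oxytocin at 75 nM as the full agonist control; some results filed as inactive read as strong as hits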
Target sequence (P30559 whole entry, looked up): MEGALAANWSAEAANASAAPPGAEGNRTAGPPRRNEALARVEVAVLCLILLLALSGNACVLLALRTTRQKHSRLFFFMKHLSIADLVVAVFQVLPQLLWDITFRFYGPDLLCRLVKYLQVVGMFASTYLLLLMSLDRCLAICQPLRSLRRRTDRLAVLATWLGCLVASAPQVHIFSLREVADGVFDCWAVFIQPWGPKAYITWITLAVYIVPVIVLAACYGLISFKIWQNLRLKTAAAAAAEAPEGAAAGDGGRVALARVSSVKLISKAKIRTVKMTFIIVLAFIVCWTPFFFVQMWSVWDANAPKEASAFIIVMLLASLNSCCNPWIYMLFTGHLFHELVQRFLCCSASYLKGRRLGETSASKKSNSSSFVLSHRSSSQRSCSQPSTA
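Material: human OTR in CHO cells. Compound: 3.0 µM, one dose. Timing: compound 6 min at room temperature before oxytocin, 100 s read. Evaluation: % activation of max/min ratio relative to oxytocin controls. Replication: single well per compound, singlicate. Signal: Fluo-8 calcium dye fluorescence.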
TAAR1 antagonist = human TAAR1 antagonism; inhibition, % at 3 µM; CHO RD-HGA16 TAAR1, Fluo-8 calcium fluorescence, antagonist; Q96RJ0; actives 1.5% (n = 360,000); AID 624466;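 active = inhibition above a per-plate cutoff, the mean inhibition of test compounds on that plate plus 3 SD, cut at about 49% in these data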;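 also: 0% = DMSO plus EC80 beta-PEA response and 100% = DMSO alone without agonist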
Target sequence (Q96RJ0 whole entry, looked up): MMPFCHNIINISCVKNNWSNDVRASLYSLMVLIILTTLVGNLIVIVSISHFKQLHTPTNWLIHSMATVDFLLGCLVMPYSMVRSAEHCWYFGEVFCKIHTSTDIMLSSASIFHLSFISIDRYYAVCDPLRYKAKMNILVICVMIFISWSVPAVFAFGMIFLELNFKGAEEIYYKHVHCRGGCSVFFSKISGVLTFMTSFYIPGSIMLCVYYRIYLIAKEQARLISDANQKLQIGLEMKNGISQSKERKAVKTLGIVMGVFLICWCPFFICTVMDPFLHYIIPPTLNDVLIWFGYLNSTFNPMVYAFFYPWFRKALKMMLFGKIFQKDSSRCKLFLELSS
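test system = CHO RD-HGA16 cells bearing hTAAR1 | replication = singlicate | controls = DMSO-only wells and EC80 β-PEA-stimulated wells | reagent = EC80 β-phenethylamine stimulus | read-out basis = percent inhibition of PEA-evoked calcium signal, max/basal emission ratio | schedule = seeding 17-24 h prior, 75-min 37 °C, 30-min RT dye loading | signal = kinetic Fluo-8 calcium fluorescence measurement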
TAAR1 ag = human TAAR1 agonism; activation, % at 3 µM; Q96RJ0; CHO RD-HGA16 TAAR1, Fluo-8 calcium fluorescence; vehicle wells 0%, saturating PEA agonist 100%; AID 624467; actives 0.99% (n = 360,000);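 active = activation above the mean activation of all test compounds in the run plus 3 SD, cut at about 38% in these data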
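Test system: RD-HGA16 (CHO) cells co-expressing Gα16 and hTAAR1 / Benchmarks: DMSO vehicle as 0%, PEA at EC100 as 100% / Repeats: no replicates (n 1) / Measure: % activation from peak over basal fluorescence ratio, DMSO-to-PEA scaled / Timing: 17-24 h plating, Fluo-8 75 min 37 °C, 30 min RT / Technique: kinetic Fluo-8 calcium fluorescence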
* hit, by the source's call; . = not tested or not shown.

[1] CCOc1ccccc1/C=N/NC(=O)c1cccc(S(=O)(=O)N2CCOCC2)c1
[2] CCC(C)NC(=O)CSc1nc2c(sc(=S)n2Cc2ccco2)c(=O)n1-c1ccccc1 (stereo not given)
[3] COc1ccc(CNC(=O)CCn2c(=O)[nH]c3ccccc3c2=O)cc1
[4] Cc1cccn2c(NC(=O)c3cccs3)c(-c3ccccc3)nc12
[5] Cc1nc2c(sc(=S)n2Cc2ccco2)c(=O)n1CC(=O)Nc1ccc(F)cc1

assay / compound,1,2,3,4,5
M1 ag parental,10,-0.1,0.4,0.7,6.8
CHRM1 antagonist,6,-11,-2,1,-3
M1 PAM parental,0,4,18,-5,18
TAAR1 ag,3,4,1,0,4
CHO-K1 Ca antag,10,10,-6,10,-8
TAAR1 antagonist,-15,-10,-21,-9,0
OXTR potentiator,-4,-1,-4,-2,-18
M1 ag,-5,-4,-3,-5,0
CHO parental Ca,-19,-25,7,-10,-10

[6] COc1ccc(C(=O)NC(=S)NNC(=O)CNC(=O)C2CCCCC2)cc1
[7] O=C1CSc2nc3ccccc3n21
[8] COC(=O)c1ccc(N)c(N=CC2=C(O)CC(C)(C)CC2=O)c1
[9] COC(=O)c1ccc2nc(C)cc(Nc3ccccc3C)c2c1
[10] OCC[C@@H]1C[C@H](O)[C@@H](O)[C@@]2(OCc3ccc4ccccc4c32)O1

assay / compound,6,7,8,9,10
M1 ag parental,-0.1,0.4,3.9,-0.4,0.2
CHRM1 antagonist,-8,-5,11,7,3
M1 PAM parental,16,11,-5,15,-2
TAAR1 ag,3,12,4,-2,0
CHO-K1 Ca antag,-5,-6,7,-9,14
TAAR1 antagonist,-10,16,3,-11,-1
OXTR potentiator,-19,-6,-8,-4,.
M1 ag,-6,-1,-1,-9,-1
CHO parental Ca,-17,-9,8,-3,.

[11] CC(C)OC(=O)C(C#N)c1nc2ccccc2nc1N1CCCC1 (stereo not given)
[12] Cc1ccc(C(c2sc3ncnn3c2O)N2CCC(C)CC2)cc1 (stereo not given)
[13] CC(=O)Nc1ccc(S(=O)(=O)N2CCN(C(=O)c3ncoc3-c3ccccc3F)CC2)cc1
[14] COc1ccc(-c2cc(C(F)(F)F)nc(S(=O)(=O)CCC(=O)N3CCOCC3)n2)cc1
[15] Cc1cc(NC(=O)CCC(=O)N(CC(=O)NC2CCCC2)c2ccc(F)c(Cl)c2)no1

assay / compound,11,12,13,14,15
M1 ag parental,0.5,0.5,2.6,-0.2,0.4
CHRM1 antagonist,-14,-14,-5,-5,-2
M1 PAM parental,17,-1,11,13,-14
TAAR1 ag,.,5,5,-6,4
CHO-K1 Ca antag,-4,0,-13,-7,-12
TAAR1 antagonist,.,-18,1,-10,-2
OXTR potentiator,-14,-9,-5,-1,-3
M1 ag,-3,-3,-6,0,-1
CHO parental Ca,-12,-11,-7,-9,-12

[16] COc1ccc(N2CCN(C(=O)c3cc(=O)c4ccc(C)cc4o3)CC2)cc1
[17] O=S(=O)(N/N=C/c1ccc2c(c1)OCO2)c1ccc(Br)cc1
[18] CN(C)CCCOc1cccc(Oc2ccccc2)c1
[19] CC(=O)Nc1ccc(S(=O)(=O)N[C@@H](C)C(=O)Nc2ccc(N3CCOCC3)cc2)cc1
[20] Cc1ccc(N(CC(=O)NC2CCCCC2)C(=O)CNC(=O)c2cccs2)cc1

assay / compound,16,17,18,19,20
M1 ag parental,2.5,0.7,0.8,-0.2,1.6
CHRM1 antagonist,-14,-14,9,-34,0
M1 PAM parental,6,6,-10,-9,5
TAAR1 ag,-1,1,3,16,0
CHO-K1 Ca antag,-14,-6,22,18,-7
TAAR1 antagonist,-20,2,-14,-8,-10
OXTR potentiator,-4,-5,-3,-3,2
M1 ag,6,-2,-15,4,2
CHO parental Ca,-8,5,-6,-4,-13

[21] Cc1cc(C)c(S(=O)(=O)NCCn2c(C)cc3ccccc32)c(C)c1
[22] O=C(Nc1ccn(Cc2ccc(F)cc2)n1)c1ccncc1
[23] COc1ccc(NC(C)=O)cc1S(=O)(=O)NC1CCSc2ccccc21 (stereo not given)
[24] O=C(COC(=O)Cc1cccc(C(F)(F)F)c1)Nc1cccc2ccccc12

assay / compound,21,22,23,24
M1 ag parental,2.9,2.0,1.1,0.3
CHRM1 antagonist,0,-3,0,-12
M1 PAM parental,16,8,17,23
TAAR1 ag,1,0,3,-2
CHO-K1 Ca antag,2,5,-15,-9
TAAR1 antagonist,2,-4,-1,-15
OXTR potentiator,-4,-15,-2,-6
M1 ag,1,0,-6,-3
CHO parental Ca,-17,6,-4,-7

Reprinted from the entries so far, eleven compounds:
[14] COc1ccc(-c2cc(C(F)(F)F)nc(S(=O)(=O)CCC(=O)N3CCOCC3)n2)cc1
[15] Cc1cc(NC(=O)CCC(=O)N(CC(=O)NC2CCCC2)c2ccc(F)c(Cl)c2)no1
[16] COc1ccc(N2CCN(C(=O)c3cc(=O)c4ccc(C)cc4o3)CC2)cc1
[17] O=S(=O)(N/N=C/c1ccc2c(c1)OCO2)c1ccc(Br)cc1
[18] CN(C)CCCOc1cccc(Oc2ccccc2)c1
[19] CC(=O)Nc1ccc(S(=O)(=O)N[C@@H](C)C(=O)Nc2ccc(N3CCOCC3)cc2)cc1
[20] Cc1ccc(N(CC(=O)NC2CCCCC2)C(=O)CNC(=O)c2cccs2)cc1

assay / compound,14,15,16,17,18,19,20
M1 ag parental,-0.2,0.4,2.5,0.7,0.8,-0.2,1.6
CHRM1 antagonist,-5,-2,-14,-14,9,-34,0
M1 PAM parental,13,-14,6,6,-10,-9,5
TAAR1 ag,-6,4,-1,1,3,16,0
CHO-K1 Ca antag,-7,-12,-14,-6,22,18,-7
TAAR1 antagonist,-10,-2,-20,2,-14,-8,-10
OXTR potentiator,-1,-3,-4,-5,-3,-3,2
M1 ag,0,-1,6,-2,-15,4,2
CHO parental Ca,-9,-12,-8,5,-6,-4,-13

[21] Cc1cc(C)c(S(=O)(=O)NCCn2c(C)cc3ccccc32)c(C)c1
[22] O=C(Nc1ccn(Cc2ccc(F)cc2)n1)c1ccncc1
[23] COc1ccc(NC(C)=O)cc1S(=O)(=O)NC1CCSc2ccccc21 (stereo not given)
[24] O=C(COC(=O)Cc1cccc(C(F)(F)F)c1)Nc1cccc2ccccc12

assay / compound,21,22,23,24
M1 ag parental,2.9,2.0,1.1,0.3
CHRM1 antagonist,0,-3,0,-12
M1 PAM parental,16,8,17,23
TAAR1 ag,1,0,3,-2
CHO-K1 Ca antag,2,5,-15,-9
TAAR1 antagonist,2,-4,-1,-15
OXTR potentiator,-4,-15,-2,-6
M1 ag,1,0,-6,-3
CHO parental Ca,-17,6,-4,-7

Not a hit list; about 4.2% have a hit in one of these screens.
